TrxR1 substrate: rat thioredoxin reductase 1 substrate activity. O89049. purified TrxR1 substrate turnover, NADPH consumption readout. Potency, µM (series often up to 114 µM), for the others: at the highest dose activity change, negative = substrate turnover. actives 0.01% (n = 390,000). AID 588456; further: potency means the concentration at half of the fitted maximal effect; on the % scale 0 is the no-effect control and ±100 the full control effect; nearly all actives have a fitted effect of over 50% in size
Target sequence (O89049 whole entry, looked up): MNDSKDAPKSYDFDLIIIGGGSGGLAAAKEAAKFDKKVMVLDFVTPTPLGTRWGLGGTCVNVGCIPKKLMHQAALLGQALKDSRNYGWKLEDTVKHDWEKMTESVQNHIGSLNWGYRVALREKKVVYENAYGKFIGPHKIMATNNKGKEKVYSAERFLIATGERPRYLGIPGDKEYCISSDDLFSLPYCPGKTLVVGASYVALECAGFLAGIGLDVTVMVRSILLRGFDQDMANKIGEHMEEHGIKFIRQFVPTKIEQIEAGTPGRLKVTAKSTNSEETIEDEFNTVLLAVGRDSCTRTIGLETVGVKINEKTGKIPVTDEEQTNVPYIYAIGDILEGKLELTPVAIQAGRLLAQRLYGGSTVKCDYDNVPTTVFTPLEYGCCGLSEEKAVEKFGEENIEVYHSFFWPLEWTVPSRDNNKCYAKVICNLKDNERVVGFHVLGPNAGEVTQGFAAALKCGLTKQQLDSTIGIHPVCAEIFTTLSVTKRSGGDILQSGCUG
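Rat TrxR1, dispensed at 90 nM, was prereduced with 400 uM NADPH (final) for 5 min at ~22 deg C, then incubated with compound 15 min before 400 uM selenite. A first-read NADPH fluorescence drop versus no-compound background flagged substrates.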
Vif-A3F inh: inhibitors of Vif-A3F interaction; actives 0.2% (n = 390,000); Potency, µM (top dose mostly 46.1 µM), inactives show at the top dose activity, negative = active; AID 602313; HeLa A3F-eYFP + Vif (tagged APOBEC3F with the HIV-1 protein that degrades it), YFP fluorescence increase; further: potency means the concentration at half of the fitted maximal effect; % of control where 0% means no effect; nearly all actives have a fitted effect of over 65% in size
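Fluorescence increase (Ex 488/Em 500-530) after overnight compound treatment at 37 deg C flags inhibition of Vif-driven A3F-eYFP loss in stable HeLa A3F-eYFP/Vif cells seeded overnight beforehand.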
GRP78 ERSR act: induces the endoplasmic reticulum stress response in human glioma cells. AID 602332. actives 0.02% (n = 420,000). U87-MG GRP78 promoter luciferase reporter, 16 h. Potency, µM, for inactives: at the highest dose activation, usual class: activators; further: potency means the concentration at half of the fitted maximal effect; series mostly up to about 76 µM; % of control where 0% means no effect; nearly all actives have a fitted effect of over 35% in size
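Stably transfected U87-MG glioma cells carrying a GRP78-based luciferase sensor; 16 h compound incubation. Luminescence end-point read 10 min after Bright-Glo addition at room temperature.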
Vif-A3G inh: Vif-A3G binding inhibition; actives 0.076% (n = 410,000); AID 602310; HeLa A3G-eYFP + Vif (tagged APOBEC3G with the HIV-1 protein that degrades it), YFP fluorescence, overnight; Potency, µM (titrated, usually from 46.1 µM), without a hit: top-dose activity, negative = active, actives largely listed as inhibitors; Q9HC16;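 further: potency means the concentration at half of the fitted maximal effect; on the % scale 0 is the no-effect control and ±100 the full control effect; nearly all actives have a fitted effect of over 60% in size; hits raise eYFP signal because A3G escapes Vif-driven loss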
Target sequence (Q9HC16 whole entry, looked up): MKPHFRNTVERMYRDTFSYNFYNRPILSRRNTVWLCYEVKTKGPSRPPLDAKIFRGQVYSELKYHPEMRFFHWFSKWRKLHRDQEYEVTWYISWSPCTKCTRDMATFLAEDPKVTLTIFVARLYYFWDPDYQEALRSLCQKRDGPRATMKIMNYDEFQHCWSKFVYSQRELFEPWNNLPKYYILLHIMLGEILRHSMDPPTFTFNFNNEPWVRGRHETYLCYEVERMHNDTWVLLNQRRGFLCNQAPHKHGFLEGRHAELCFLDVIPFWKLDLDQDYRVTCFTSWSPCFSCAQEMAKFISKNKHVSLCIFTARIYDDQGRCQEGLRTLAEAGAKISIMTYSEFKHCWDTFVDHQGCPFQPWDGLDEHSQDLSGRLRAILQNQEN
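Read-out is eYFP fluorescence (Ex 488/Em 500-530) from Vif-expressing HeLa A3G-eYFP cells; more signal means A3G escaped Vif-mediated degradation. Cells plated overnight, compound pinned in, incubated overnight at 37 deg C.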
LDHA block: inhibitors of human lactate dehydrogenase A. purified LDHA, NADH/diaphorase-resazurin fluorescence; hits give low values. activity change, % (values are at about 110 or 230 µM). actives 0.15% (n = 480,000). AID 1347041; in the data active means activity change below about -30%; inconclusive means mostly about -25% to -30%;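 further: plate controls were DMSO wells for no effect and wells without enzyme for full effect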
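Human LDH5 (2 nM) was incubated with 0.06 mM NADH and 0.2 mM pyruvate for 5 min at room temperature in Tris pH 7.4. Remaining NADH was coupled through diaphorase/resazurin, and resorufin fluorescence was read at 0 and 20 min.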
USP1-UAF1 inh: blocks the human USP1/UAF1 deubiquitinase complex. AID 743255. O94782. Potency, µM (top dose mostly 57.1 µM), inactives show top-dose activity change, negative = inhibition, usual class: inhibitors. actives 0.23% (n = 390,000). recombinant USP1/UAF1, Ub-Rhodamine cleavage fluorescence; further: potency means the concentration at half of the fitted maximal effect; on the % scale 0 is the no-effect control and ±100 the full control effect; nearly all actives have a fitted effect of over 60% in size; inactives centre near -12
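In this screen, compounds sit with the deubiquitinase complex (1nM) for 15 min at room temperature before Ub-Rho is added at 150nM final. Fluorescence rise is then followed for 6 reads every 60 seconds.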
rTrxR1 inhibitor: blocks rat thioredoxin reductase 1. Potency, µM (titrated, usually from 114 µM), without a hit: at the top dose activity change, negative = inhibition, actives largely listed as inhibitors. recombinant rTrxR1, NADPH fluorescence consumption, selenite substrate. actives 1% (n = 390,000). O89049. AID 588453; further: potency means the concentration at half of the fitted maximal effect; on the % scale 0 is the no-effect control and ±100 the full control effect; nearly all actives have a fitted effect of over 65% in size
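Rat TrxR1 (90 nM in the dispensed reagent) was pre-reduced with 400 uM NADPH for 5 min at room temperature, then incubated with compound for 15 min. After 400 uM selenite was added, NADPH fluorescence (Ex 340/Em 450 nm) was followed for 8 min.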
RGS4 inh: human RGS4 inhibition; P49798; Transcreener GDP fluorescence polarization, RGS4-accelerated GTP hydrolysis; Potency, µM (doses to about 114 µM), inactives show at the top dose activity change, negative = inhibition, most hits filed as inhibitors; actives 0.039% (n = 390,000); further: potency means the concentration at half of the fitted maximal effect; on the % scale 0 is the no-effect control and ±100 the full control effect; nearly all actives have a fitted effect of over 75% in size; some results filed as inactive show a strong effect at the top dose
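MLSMR compounds (23 nl, pin-transferred) preincubated 10 min at room temperature with a 500nM (2x) first reagent, then RGS4 at 900nM (2x) plus Transcreener GDP mix added; fluorescence polarization (620/688 nm) read before and after 90 min at 30 °C.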
mIDH1 inhibitor: blocks human mutant IDH1 R132H enzyme; AID 602179; Potency, µM (series often up to 76.6 µM), without a hit: at the top dose activity change, negative = inhibition, usual class: inhibitors; IDH1-R132H enzyme, NADPH consumption, diaphorase/resazurin fluorescence; actives 0.093% (n = 390,000); further: potency means the concentration at half of the fitted maximal effect; on the % scale 0 is the no-effect control and ±100 the full control effect; nearly all actives have a fitted effect of over 65% in size
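IDH1-R132H (0.5 ug/mL) preincubated 30 min with compound, then NADPH (0.016 mM) and alpha-KG (2 mM) added; 80 min at RT, pH 7.5. Remaining NADPH coupled via diaphorase/resazurin to fluorescence (540/590 nm); concentration-response curves normalized to no-enzyme control.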
* marks the source's active call; other numbers are inactive results; ? = inconclusive; / = not tested or not shown; & = joins results of further samples; [ ] = dose if it differs, or a comment. Unless noted, the call rests on the fitted dose curve; in most records, active means well fitted curve in the direction sought with a large enough effect; inconclusive means small, poorly fitted or top-dose-only effect, or another doubt; inactive means no such curve, though single readings can be large; an effect the other way counts as inactive or inconclusive. A portion of the library. The share of hits here may be higher or lower than overall.

Values in the order: TrxR1 substrate	Vif-A3F inh	GRP78 ERSR act	Vif-A3G inh	LDHA block	USP1-UAF1 inh	rTrxR1 inhibitor	RGS4 inh	mIDH1 inhibitor
- Cc1ccc(-c2nc(NC(=O)CSc3ncn[nH]3)ns2)cc1
→ 4%	1%	8%	0%	-5	?	12%	-24%[11.4 µM]	0%
- CCOC(=O)C1CCN(C(=O)CN(c2cc(OC)ccc2OC)S(=O)(=O)c2ccccc2)CC1
→ 10%[57.1 µM]	8%	-1%	0%	-2	-7%	3%[57.1 µM]	-2%	9%
- COc1ccc(Cl)cc1NC(=O)COC(=O)C(CC(C)C)N1C(=O)C2CC=CCC2C1=O (stereo unspecified)
→ 1%	0%	-5%	0%	1	-15%	6%	-35%	0%
- O=S(=O)(c1ccc(NC(=S)N2CCCCC2CO)cc1)N1CCOCC1 (stereo unspecified)
→ /	2%	-5%	0%	-6	-29%	/	/	2%
- CCCc1ccc2oc(C(=O)N(C)Cc3nccs3)c(C)c2c1
→ -2%	-8%	7%	3%	-1	-17%	24%	-9%	6%
- CCN(CC(=O)NCc1ccc(F)cc1)Cc1cc(=O)n2ccsc2n1
→ -4%	-12%	0%	4%	-5	-26%	-11%	-6%	0%
- Cc1ccc(NC(=O)CSc2nncc3ccccc23)cc1
→ -3%[57.1 µM]	-14%	-2%	0%	-8	-11%	-8%[57.1 µM]	9%	-5%
- O=C(CSc1ncc(-c2ccccc2)[nH]1)Nc1cccc(C(F)(F)F)c1
→ -9%	0%	3%	0%	13	-11%	-1%	2%	-15%
- COc1cc(Cl)c(C)cc1NC(=O)CSc1ccc(NC(C)=O)cc1
→ 5%	4%	-4%	-6%	-7	-17%	16%	-29%	0%
- CC(/C=C1\SC(=S)N(CCC(=O)Nc2ccccc2O)C1=O)=C\c1ccccc1
→ -7%	?	-4%	-10%	2	-21%	-32%	-20%	7%

Going on with the list:
Values in the order: TrxR1 substrate	Vif-A3F inh	GRP78 ERSR act	Vif-A3G inh	LDHA block	USP1-UAF1 inh	rTrxR1 inhibitor	RGS4 inh	mIDH1 inhibitor
- Cc1cccc(C)c1NCc1nnc(SCC(=O)Nc2nc(-c3ccccc3)cs2)n1-c1ccccc1
→ -1%	1%	-4%	-1%	-1	-11%	10%	16%	-2%
- Cc1ccc(NC(=O)C2CCN(S(=O)(=O)c3ccc4c(c3)CCCC(=O)N4)CC2)c(Br)c1
→ 4%	2%&0%	0%&-2%	2%&3%	-1&-3	-23%&-8%	10%	-1%[11.4 µM]	0%&9%
- COC(=O)c1ccc(N(CC(=O)NC2CCCC2)C(=O)c2ccc(C)s2)cc1
→ 4%	-4%	-2%	-3%	2	-20%	8%	-3%	4%
- Cc1cc(N2CCN(CC(O)C(F)(F)F)CC2)c2ccccc2n1 (stereo unspecified)
→ -1%	0%	2%	-3%	-1	-22%	12%	-14%	5%
- Cc1cc(C)cc(NS(=O)(=O)c2ccc(NC(=S)NC(=O)c3ccc(Br)o3)cc2)c1
→ 9%[57.1 µM]	-5%	-1%	-10%	-1	-9%	2%[57.1 µM]	-25%	-2%
- COc1ccc(CC(=O)Nc2ccc(-c3nc4ccccc4s3)cc2Cl)cc1
→ -2%[57.1 µM]	5%	0%	-5%	2	?	1%[57.1 µM]	3%	12%
- C/C(=N\NC(=O)COc1ccccc1F)c1cc2ccccc2o1
→ 5%	-16%	5%	-3%	-9	-13%	6%	14%	2%
- CSc1ccc(S(=O)(=O)N2c3ccccc3CC2C)cc1 (stereo unspecified)
→ -7%	-2%	-4%	-30%	-8	-16%	14%	17%	-1%
- COc1ccc(NC(=O)NNC(=O)COc2ccc(Cl)cc2C)cc1OC
→ 0%	-18%	-3%	0%	-5	-8%	9%	-10%	3%
- COc1ccc(CCNC(=O)CC(NC(=O)c2ccccc2Cl)c2ccccc2)cc1 (stereo unspecified)
→ -5%	-7%	-3%	0%	-5	-14%	6%	26%	-1%

The list goes on.
Values in the order: TrxR1 substrate	Vif-A3F inh	GRP78 ERSR act	Vif-A3G inh	LDHA block	USP1-UAF1 inh	rTrxR1 inhibitor	RGS4 inh	mIDH1 inhibitor
- CCN(C(=O)c1cc(S(=O)(=O)N2CCCC2)ccc1C)C1CCS(=O)(=O)C1 (stereo unspecified)
→ 10%	-5%	-3%	-7%	-1	-22%	25%	16%	6%
- CNc1cccnc1C=NNC(N)=S
→ 17%[57.1 µM]	?	-3%	-15%	5	-2%	-23%[11.4 µM]	-54%	2%
- Cn1nccc1C(=O)NCc1ccc2c(c1)CCN2C(=O)c1ccccc1
→ -5%[57.1 µM]	-9%	-4%	-10%	-4	-22%	1%[57.1 µM]	15%	-13%
- Nc1cc(=O)[nH]c(=O)n1-c1cccc(F)c1
→ -13%[57.1 µM]	9%	-1%	0%	-3	1%	14%[57.1 µM]	-5%	11%
- C=CCNC(=O)N1CCC(n2nccc2NC(=O)CCc2ccccc2)CC1
→ 5%[57.1 µM]	-4%	-6%	3%	-3	-6%	16%[57.1 µM]	1%[56.9 µM]	-13%
- O=C(c1ccc2c3c(cccc13)CC2)C1CCCN(Cc2ccncc2)C1 (stereo unspecified)
→ 12%	3%	-4%	1%	-11	-4%	?	5%	-6%
- COc1ccccc1Nc1nccc(N(C)C)c1C#N
→ -7%[57.1 µM]	15%	-3%	-1%	-6	-4%	11%[57.1 µM]	-26%	3%
- COc1cccc(/C=N/NC(=O)CCc2ccccc2)c1
→ 3%[2.29 µM]	6%	1%	-5%	-1	0%	-17%[2.29 µM]	-2%	5%
- Cc1ccc(NC(=O)CSc2nnc(NC(=O)C(C)C)s2)c(C)c1
→ 3%	1%	-5%	-4%	-8	-20%	0%	4%	5%
- COc1ccc(C(CC(=O)O)NC(=O)COc2cc(C)ccc2C)cc1OC (stereo unspecified)
→ -3%[57.1 µM]	?	-2%	3%	-4	0%	0%[57.1 µM]	15%	-7%

(more compounds)
Values in the order: TrxR1 substrate	Vif-A3F inh	GRP78 ERSR act	Vif-A3G inh	LDHA block	USP1-UAF1 inh	rTrxR1 inhibitor	RGS4 inh	mIDH1 inhibitor
- Fc1ccc(-c2ccc3c(c2)C2CC3CCN2)cc1 (stereo unspecified)
→ 5%	-6%	-5%	1%	-2	?	?	-49%	-4%[38.3 µM]
- O=C1ON=C(c2ccccc2[N+](=O)[O-])/C1=C/c1cccc([N+](=O)[O-])c1O
→ 0%	0%	0%	3%	-17	-19%	27%	-10%	0%
- C=C1CCC[C@]2(C)C[C@H]3OC(=O)C(CNC(C)CCCC(C)C)[C@H]3CC12 (stereo partly specified)
→ -5%	-3%	-9%	-14%	-4	-6%	18%[57.1 µM]	-2%	-5%
- Oc1cccc(C(=S)N2CCN(Cc3ccccc3)CC2)c1
→ 9%[57.1 µM]	-10%	-3%	-6%	-4	-23%	2%[57.1 µM]	-53%	-9%
- O=C1CC(c2cccc(Cl)c2)Cc2nc(N3CCOCC3)ncc21 (stereo unspecified)
→ -10%[57.1 µM]	-7%	0%	-7%	1	-19%	7%[57.1 µM]	-10%	5%
- C=CC[C@@H](CC(=O)NCCO)C(=O)N[C@@H](C)COC(=O)[C@@H](CC=C)Cc1ccc(F)cc1
→ 6%	2%	-2%	4%	-17	-29%	16%	9%	1%
- CCOc1ccc(S(=O)(=O)Nc2ccc(F)cc2)c(C)c1C
→ -3%	-6%	-5%	1%	2	-14%	10%	-13%	10%
- O=C(Nc1nnc(SCc2ccccn2)s1)C1CC(=O)N(c2ccccc2)C1 (stereo unspecified)
→ 0%	1%	-3%	1%	-4	-12%	3%	1%	8%
- Cc1ccc([N+](=O)[O-])c(C(=O)N/N=C/c2cccnc2)c1
→ 0%	3%	-1%	-8%	1	-14%	1%	4%	2%
- CCc1ccc(N2CC(C)Cn3c2nc2c3c(=O)[nH]c(=O)n2C)cc1 (stereo unspecified)
→ -3%	-9%	-5%	1%	-5&-2	1%	-4%	11%	-7%
- NS(=O)(=O)c1ccc(NC(=O)COC(=O)CCc2nc3ccccc3c(=O)[nH]2)cc1
→ 2%	1%	-4%	0%	-17	-20%	13%	-18%	-12%
- CCOc1ccc(CN(C)C(=O)CN2C(=O)NC3(CCCc4ccccc43)C2=O)cc1 (stereo unspecified)
→ 2%	4%	-2%	10%	-3	-27%	19%	-13%	2%

Screening data (PubChem BioAssay)
